PKA-R2B activ: activators of human PKA-R2B complex; PKA-R2B holoenzyme dissociation, Cy5-IP20 fluorescence polarization; R2B truncated from residue 108, S112A mutant; 0% DMSO only, 100% 113 µM cGMP; activation, % at 11.4 µM; 0.079% of 340,000 active; P22694+P31323; AID 504700;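 active = activation above a cutoff set at the mean over all compounds plus 3 SD, cut at about 18% in these data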;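 also: higher means more holoenzyme dissociation and a rise in polarization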
SR-BI uptake up: activators of SR-BI mediated HDL lipid uptake; CHO ldlA[mSR-BI] cells, DiI-HDL uptake fluorescence, 3 h; 100 = double the neutral-control signal; activation, % at 12.5 µM; 0.096% of 320,000 active; AID 504775;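 active = mean replicate activation of at least 60% and every replicate at or above 60%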;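 also: 0% = median plate neutral-control signal and 100% = twice that signal; values of inactives mirror those of a sister screen read the other way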
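Test system: SR-BI-overexpressing, LDLR-lacking CHO cells; Also added: labelled HDL, 10 µg/mL; Measured by: bottom-read cell fluorescence after medium removal, ex 550/em 595 nm; Timing: 3 h uptake period with compound, 37 °C; Buffer or medium: F12, 0.5% BSA, 25 mM HEPES; Doses: single compound concentration, delivered by pin transfer.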
SR-BI DiI inh: blocks mouse SR-BI lipid uptake from DiI-HDL; AID 488896; ldlA[mSR-BI] CHO cells, DiI-HDL uptake fluorescence, 3 h; Q61009; inhibition, % at 12.5 µM; 0.96% of 320,000 active;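 active = mean replicate inhibition of at least 70% and a set share of replicates each scoring 70 or more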;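 also: 0% = median of neutral control wells and 100% = median of positive control wells; values of inactives mirror those of a sister screen read the other way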
CDK5 p35 inh: blocks human CDK5/p35 kinase activity | Q00535+Q15078 | Recombinant CDK5/p35, ADP-Glo luminescence, 60 min | inhibition, % at 10 µM | 0.01% of 330,000 active | AID 488839;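 active = highest replicate inhibition of at least 50% and at least 75% of replicates reaching 50%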;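 also: plate controls were DMSO neutral control for no effect and GW8510 at 10 µM for full effect; many of its hits are not listed in these tables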
SUMO Mot1 rescue: SUMOylation pathway inhibition by Mot1-301 growth rescue. AID 2716. 1% of 320,000 active. growth rescue, % at 18.8 µM. S. cerevisiae Mot1-301 growth rescue, ATP luminescence, 38.5C; percent above DMSO median, 100 means doubled;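 active = every valid replicate shows activation above 250% relative to neutral control wells; inactive = the rest, any valid replicate at or below 250%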;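 also: OY570 slx delta 5 strain wells were the positive control but not used for scaling; some compounds called inactive have numbers as strong as hits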
NSD2 inh: blocks human histone methyltransferase NSD2; 0.54% of 310,000 active; O96028; inhibition, % at 12.5 µM; NSD2 peptide methylation, AlphaScreen, 120 min; in the data active = inhibition above about 50%
Target sequence (O96028 whole entry, looked up): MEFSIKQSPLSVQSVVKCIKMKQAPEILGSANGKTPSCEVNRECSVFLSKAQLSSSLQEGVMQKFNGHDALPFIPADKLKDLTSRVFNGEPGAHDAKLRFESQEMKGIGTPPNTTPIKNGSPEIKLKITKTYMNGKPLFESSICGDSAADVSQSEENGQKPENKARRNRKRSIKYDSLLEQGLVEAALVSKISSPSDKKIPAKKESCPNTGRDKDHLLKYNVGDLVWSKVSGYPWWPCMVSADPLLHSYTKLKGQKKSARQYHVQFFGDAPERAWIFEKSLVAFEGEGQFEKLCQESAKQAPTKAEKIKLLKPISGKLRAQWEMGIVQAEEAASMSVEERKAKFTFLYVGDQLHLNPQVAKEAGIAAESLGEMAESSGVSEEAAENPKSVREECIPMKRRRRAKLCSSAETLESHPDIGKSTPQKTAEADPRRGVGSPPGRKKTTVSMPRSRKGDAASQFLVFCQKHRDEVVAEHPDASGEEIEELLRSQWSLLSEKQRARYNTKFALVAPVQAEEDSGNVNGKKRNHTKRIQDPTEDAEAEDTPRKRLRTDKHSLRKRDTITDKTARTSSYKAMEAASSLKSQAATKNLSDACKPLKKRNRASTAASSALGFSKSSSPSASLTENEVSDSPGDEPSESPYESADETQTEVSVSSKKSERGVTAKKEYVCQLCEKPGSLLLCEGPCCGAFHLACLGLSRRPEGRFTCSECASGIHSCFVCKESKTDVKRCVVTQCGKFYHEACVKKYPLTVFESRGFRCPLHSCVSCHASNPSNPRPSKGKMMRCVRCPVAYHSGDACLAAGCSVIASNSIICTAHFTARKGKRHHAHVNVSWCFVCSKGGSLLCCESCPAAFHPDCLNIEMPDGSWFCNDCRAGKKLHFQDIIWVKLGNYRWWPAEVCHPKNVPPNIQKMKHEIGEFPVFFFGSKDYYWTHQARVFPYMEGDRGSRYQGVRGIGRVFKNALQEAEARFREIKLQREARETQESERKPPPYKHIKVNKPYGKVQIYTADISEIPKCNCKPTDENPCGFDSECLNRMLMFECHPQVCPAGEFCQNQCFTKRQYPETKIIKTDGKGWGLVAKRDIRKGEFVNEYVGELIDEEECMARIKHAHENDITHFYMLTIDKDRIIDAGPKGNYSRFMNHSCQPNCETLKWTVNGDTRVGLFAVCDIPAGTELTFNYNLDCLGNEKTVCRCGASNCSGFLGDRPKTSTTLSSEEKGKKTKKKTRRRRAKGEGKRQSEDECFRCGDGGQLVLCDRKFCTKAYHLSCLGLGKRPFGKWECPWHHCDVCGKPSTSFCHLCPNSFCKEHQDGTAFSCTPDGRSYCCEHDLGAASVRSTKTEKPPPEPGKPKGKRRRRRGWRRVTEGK
PKA-R1A act: activates the PKA-R1A holoenzyme complex; P00514+P68181; PKA-R1A dissociation, Cy5-IP20 fluorescence polarization; scaled: DMSO 0%, 113 µM cGMP 100%; activation, % at 11.4 µM; 0.083% of 340,000 active; AID 504707;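 active = percent activation above the mean of all tested compounds plus 3 SD, cut at about 19% in these data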;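 also: higher means more PKAc released from R1A so a rise in polarization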
MITF TRPM1 HTS: activators of MITF-driven TRPM1 promoter activity in SK-MEL-5 cells; SK-MEL-5 TRPM1-promoter luciferase, 24 h; % of positive control, neutral wells = 0; activation, % at 12.5 µM; 0.75% of 300,000 active;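 active = mean activation of at least 80% with every replicate also reaching 80%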;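 also: 0% = neutral control wells and 100% = parthenolide positive control wells; values of inactives mirror those of a sister screen read the other way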
dFosB activator: mouse delta FosB homodimer activation | P13346 | purified delta FosB, TAMRA-CDK5 oligo fluorescence polarization; percent of positive-control signal above neutral wells | activation, % at 25 µM | 0.99% of 340,000 active;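 active = mean activation above about 17%, with every replicate also reaching it, limit read from the data, passing the limit was not always enough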;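 also: fluorescence polarization rise as delta FosB binds a TAMRA Cdk5 AP-1 oligo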
DSG3 Ab inh: blocks pemphigus antibody binding to human desmoglein-3; P32926; binding (percent of control), % at 10 µM; DSG3-coupled beads, scFv-anti-DSG3-GFP binding, flow cytometry; active compounds read low; AID 588358; 0.48% of 310,000 active;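 active = binding more than 3 SD below its plate's average and above zero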;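 also: hits lower antibody fragment binding to DSG3; some compounds called inactive have numbers as strong as hits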
Arr AP2 block: inhibitors of human beta-arrestin and AP2 interaction. FITC-arrestin peptide / GST-AP2 beads, flow cytometry; AP2 beta2 appendage carries R879A mutation. inhibition, % at 10 µM. 0.31% of 340,000 active;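 active = inhibition above a set limit, near 3 SD of compounds lacking own fluorescence, cut at about 54% in these data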;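 also: plate controls were DMSO wells for no effect and 5 µM unlabelled arrestin peptide for full effect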
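Material – GST-tagged AP2 beta2-adaptin appendage (R879A) on 4 µm glutathione beads · Probe or stimulus – fluorescein-tagged arrestin peptide at 50 nM final · Timing – 12 min plus 1 h, RT · Detection – bead flow cytometry, FITC channel · Read-out basis – inhibition as reduced fluorescein signal on beads, percent · Medium – PBS plus Tween 20 (0.05%) and BSA (0.1%)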
Active calls of the source: *; i = inactive; · = not tested or not shown; & = joins results of further samples. Rows were taken by chance; 4.7% or so of the library scored in one or more.

SMILES | PKA-R2B activ | SR-BI uptake up | SR-BI DiI inh | CDK5 p35 inh | SUMO Mot1 rescue | NSD2 inh | PKA-R1A act | MITF TRPM1 HTS | dFosB activator | DSG3 Ab inh | Arr AP2 block
O=C(COC(=O)c1cccc(S(=O)(=O)N2CCCC2)c1)Nc1ccccc1Cl | 6 | -8 | 8 | 1.2 | · | 0 | 3 | -3 | -16 | 111 | 43
CCCCn1c(=O)c(Cc2ccccc2)c(O)c2ccccc21 | 2 | 47 | -47 | 2.5 | 62 | -1 | 1 | -9 | -4 | 114 | -2
Cn1ncc([N+](=O)[O-])c1C(=O)NCc1ccccc1 | -5 | 5 | -5 | 0.1 | 7 | -2 | 6 | 3 | 3 | 113 | 6
O=C(COc1ccc(Cl)cc1)NNC(=S)NCc1ccccc1 | -4 | · | · | 3.6 | 75 | -2 | 5 | -4 | -6 | 124 | 6
O=C1NC(=O)C(CSc2ccccc2)(c2ccccc2)N1 (centres undefined) | 9 | 13 | -13 | -3.6 | · | -1 | -10 | 14 | -3 | 96 | -10
CCN(CC)CCCNC(=O)c1cc(Nc2ccc(OC)cc2)nc2ccccc12 | 6 | -9 | 9 | -0.4 | 123 | 7 | -11 | 18 | -3 | 98 | -3
CCN(C(=O)Cn1c(=O)oc2cc(S(=O)(=O)N3CCCC3)ccc21)c1ccc(OC)cc1 | -12 | 15 | -15 | 2.8 | -20 | · | 13 | · | 11 | 107 | 4
CCOc1ccc(OCC)c(NC(=O)Nc2ccc3c(c2)N(C)C(=O)CS3)c1 | -9 | -88 | 88* | 0.3 | 8 | · | -12 | 2 | -12 | 106 | 0
CC(=O)Nc1ccc(NC(=O)c2ccc([N+](=O)[O-])cc2Cl)cc1 | -13 | -19 | 19 | 1.4 | 13 | -1 | 3 | 6 | 3 | 99 | 22
CCn1c(SCC(=O)c2cc(OC)ccc2OC)nnc1C(C)C | 1 | -1 | 1 | 0.7 | -18 | 2 | -3 | 14 | -6 | 103 | 8
O=C(CS(=O)(=O)c1ccc(F)cc1)NCc1ccccc1 | -2 | 9 | -9 | -1.3 | 1 | -2 | 7 | 0 | -1 | 102 | 7
O=C(N/N=C/c1c[nH]c2ccccc12)c1ccc(O)c(O)c1 | 4 | 44 | -44 | 0.3 | 4 | 19 | 0 | -10 | 0 | 97 | 36
Cc1ccc(-c2c(C)n([O-])c3c([n+]2=O)CCC3)cc1 | -1 | 8 | -8 | -1.6 | 130 | -2 | 0 | 5 | 1 | 99 | 1
CC(=O)NC(O)C(=O)c1ccco1 (centres undefined) | -6 | -10 | 10 | 2.9 | -3 | 0 | -8 | 4 | 5 | 100 | 5
COc1cccc(CN2CCNC(=O)C2CC(=O)NC2CCCC2)c1OC (centres undefined) | -3 | 8 | -8 | 0.0 | -6 | 1 | 2 | -12 | -12 | 97 | 37
CCOc1ccccc1OCCCC(=O)ON=C(N)c1ccccc1 | -5 | 7 | -7 | -2.5 | -8 | -7 | -6 | 9 | -3 | 105 | -11
O=[N+]([O-])c1cccc(CN2CCN(c3ncccn3)CC2)c1 | 0 | 17 | -17 | -0.2 | -23 | 2 | 6 | 7 | -5 | 107 | 14
CCN1CCC[C@H]1CNC(=O)c1c(O)c(Cl)cc(Cl)c1OC | 6 | 7 | -7 | 0.1 | 2&8 | · | 0 | 10 | -4 | 91 | 16
Cc1ccc(N(C(=O)c2ccc(S(=O)(=O)N3CCOCC3)cc2)C2C=CS(=O)(=O)C2)cc1C (centres undefined) | 0 | 13 | -13 | 0.6 | 319 | 6 | 9 | 1 | -9 | 104 | 12
CC(C)CC(=O)N/N=C/c1c(N)n(C)c(=O)n(C)c1=O | -4 | 12 | -12 | 0.5 | 8 | -2 | -8 | · | -3 | 118 | 21
CCCCC(=O)NC1(C(F)(F)F)C(=O)N(Cc2ccco2)C(C)=C1C(=O)OC (centres undefined) | -9 | 20 | -20 | 2.3 | 5 | -4 | 6 | -13 | -10 | 83 | 11
COc1ccc(Cc2nc3ccccc3n2C)cc1 | 2 | 15 | -15 | 1.9 | -5 | -3 | 3 | -5 | -2 | 104 | -5
COc1ccc(CCNC(=O)c2cnn3c(C(F)F)cc(C)nc23)cc1OC | 0 | 7 | -7 | 1.1 | -8 | · | -8 | 2 | -15 | 101 | 5
CC1(C)NC(=O)N(CC(=O)OCC(=O)Nc2c(Br)cc([N+](=O)[O-])cc2Br)C1=O | 1 | 43 | -43 | -0.3 | · | -2 | -2 | -7 | 1 | 98 | 13
Nc1nnc(-c2cccnc2)s1 | -6 | 17 | -17 | -0.5 | -9 | 0 | -4 | · | 6 | 97 | -8
CCOC(=O)C1CCN(C(=O)COC(=O)c2cccc(F)c2)CC1 | -3 | 12 | -12 | -3.2 | 4 | 0 | 4 | -17 | -5 | 105 | -5
Cc1ccc(CNC(=O)C2CCCN(S(=O)(=O)N3CCC(C)CC3)C2)cc1 (centres undefined) | -7 | 15 | -15 | -0.2 | 34 | -4 | 0 | 1 | -5 | 102 | 3
O=C(CNC(=O)c1cccs1)OCC(=O)c1ccccc1 | 8 | -3 | 3 | 0.3 | -4 | -4 | 9 | 11 | 0 | 110 | 38
C(=N\Nc1nc(Nc2ccccc2)nc(Nc2ccccc2)n1)/c1cccnc1 | 0 | -40 | 40 | -2.8 | 3 | 6 | -11 | 5 | 65* | 87 | 2
Cc1nn(C)c(C)c1CNC(=O)c1nn2c(c1Cl)NC(c1cccs1)CC2C(F)(F)F (centres undefined) | 0 | 1 | -1 | 0.3 | -14 | -3 | -1 | -54 | -5 | 105 | 2
COc1ccc(C2=NN(c3ccccc3)C(c3cn(CCC(=O)O)nc3-c3ccccc3)C2)cc1 (centres undefined) | 4 | -1 | 1 | 0.6 | 3 | -10 | -5 | -2 | -3 | 120 | 21
CC(NCc1cccs1)C(=O)NC1CCCCC1 (centres undefined) | 0 | 15 | -15 | 0.5 | 25 | 5 | 7 | 0 | -1 | 101 | 4
CC(C)(C)c1ccc(/C=C/C(=O)NCCCN2CCOCC2)cc1 | 0 | -11 | 11 | -0.3 | -1 | -1 | 1 | · | -3 | 115 | 22
O=C(CCc1nnc2ccc(N3CCC4(CC3)OCCO4)nn12)N1CCCCC1 | -13 | 0 | 0 | 0.4 | -7 | -3 | -9 | 14 | -4 | · | -2
C/C(CC(=O)Nc1cccc(C(F)(F)F)c1)=N\NC(=O)C1CCCCC1 | 8 | 15 | -15 | -1.3 | -2 | -2 | 4 | 13 | -8 | 81 | 8
O=C(NCC1COc2ccccc2O1)c1cc2ccccc2o1 (centres undefined) | -5 | 13 | -13 | 0.5 | -26 | 3 | -1 | 10 | -7 | 113 | -3
O=C(Nc1cccnc1Cl)c1cccc(S(=O)(=O)N2CCOCC2)c1 | -14 | 4 | -4 | -1.3 | · | 4 | -4 | 8 | -1 | 113 | 33
COc1ccc(/C=C/C(=O)C2(O)CCCCC2)cc1OC | -3 | -18 | 18 | -0.2 | 115 | 17 | 1 | -11 | -6 | 113 | -8
Cc1ccc(C(C)C)c(OCCN(C)C)c1 | -3 | -9 | 9 | 2.1 | -4 | 6 | -6 | -8 | 7 | 102 | -5
CCOC(=O)C1CCN(C(=O)CN(c2cc(OC)ccc2OC)S(=O)(=O)c2ccccc2)CC1 | -1 | -6 | 6 | 0.5 | -3 | 9 | -3 | -1 | -2 | 98 | -3
Cc1ccc(C)c(OCC(=O)O/N=C(\N)c2cccnc2)c1 | -1 | 6 | -6 | 0.3 | 4 | -2 | -6 | 24 | -4 | · | 0
COc1ccc(C2c3cc(OC)c(OC)cc3CCN2C(=O)c2ccccc2)cc1OC (centres undefined) | 0 | 8 | -8 | -5.2 | -14 | 2 | -4 | -10 | -13 | 101 | 15
CCC(=O)N(C)CCc1cc2c(c(OC)c1/C=N/NC(=O)c1ccccc1O)OCO2 | 1 | 0 | 0 | 0.5 | -6 | -1 | -4 | 0 | -2 | 94 | -17
CN1CCN(CCCNC(=O)Cn2ncc3c4ccccc4n(C)c3c2=O)CC1 | 9 | 29 | -29 | -0.9 | i | · | 4 | · | -1 | 94 | 2
CCOC(=O)c1nnc(-c2ccc(C)cc2)nc1Sc1ccccc1Cl | -5 | -13 | 13 | 0.9 | 0 | 17 | 6 | -2 | -1 | 103 | 6
O=C(NCCN1CCN(Cc2ccccc2)CC1)c1cc2c(=O)[nH]c3ccccc3c2s1 | -4 | -29 | 29 | 0.5 | -10 | 0 | 1 | 15 | -32 | 109 | 6
CN(C)/C=C/C(=O)c1cnc(-c2ccccc2)s1 | -1 | -4 | 4 | -0.1 | 5 | -10 | 8 | 74 | -9 | 104 | 12
CC(NC(=O)c1ccccc1F)c1nnc(SCC(=O)Nc2nnc(C3CC3)s2)n1C (centres undefined) | 0 | 8 | -8 | 0.8 | -8 | 0 | 4 | 3 | 2 | 99 | -5
Cc1ccc(N2C(=O)C(Cl)=C(N3CCCCCC3)C2=O)c(C)c1 | 8 | -11 | 11 | 0.0 | -1 | -10 | -8 | 2 | -5 | 116 | 24
O=C(COC(=O)C1=COCCO1)Nc1ncc(Cl)cc1Cl | -3 | -2 | 2 | -0.1 | 241 | -3 | 6 | -7 | 2 | 94 | 2
CC(C)Oc1cc(NC(=O)CSCC(=O)Nc2cccc(C(F)(F)F)c2)c(Cl)cc1Cl | -14 | -14 | 14 | 0.4 | -1 | -5 | -17 | 5 | 0 | 99 | 0
COc1ccc(C2=[N+](C)CCn3cccc32)c(OC)c1 | -6 | · | · | 1.4 | 241 | 0 | -5 | -19 | 1 | 116 | -18
Cc1nn2c(NCCCn3ccnc3)cc(C(C)C)nc2c1-c1ccccc1 | 4 | -30 | 30 | 0.1 | 3 | 0 | 7 | 6 | -4 | 110 | 19
